HEK293 viab = counter-screen for SNCA expression inhibitors: cell viability | HEK-293-SNCA-luc viability, GF-AFC fluorescence, 24 h | Potency, µM (highest dose often 57.1 µM), for inactives: top-dose activity change, negative = cytotoxicity, hits mostly cytotoxic | 150,000 tested, 0.12% active | AID 1671193;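 also: potency is read from the fitted curve at half-maximal effect; 0% = DMSO-treated cells and -100% = medium-only wells without cells; nearly all actives have a fitted effect of over 30% in size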
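Cytotoxicity counterscreen: after 24 h compound treatment of genome-edited SNCA-luciferase HEK-293 cells, live-cell protease substrate GF-AFC read by fluorescence after 30 min; activity scaled between DMSO (0%) and medium-only (-100%), curves Hill-fitted.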
IP6K1 inh = IP6K1 kinase inhibition; IP6K1 kinase, ADP-Glo luminescence, 2 h; stronger effect = lower value; 140,000 tested, 0.81% active; activity change, % (series mostly up to about 58 µM); Q92551; AID 1645851; in the data active = activity change below about -25%
Target sequence (Q92551 whole entry, looked up): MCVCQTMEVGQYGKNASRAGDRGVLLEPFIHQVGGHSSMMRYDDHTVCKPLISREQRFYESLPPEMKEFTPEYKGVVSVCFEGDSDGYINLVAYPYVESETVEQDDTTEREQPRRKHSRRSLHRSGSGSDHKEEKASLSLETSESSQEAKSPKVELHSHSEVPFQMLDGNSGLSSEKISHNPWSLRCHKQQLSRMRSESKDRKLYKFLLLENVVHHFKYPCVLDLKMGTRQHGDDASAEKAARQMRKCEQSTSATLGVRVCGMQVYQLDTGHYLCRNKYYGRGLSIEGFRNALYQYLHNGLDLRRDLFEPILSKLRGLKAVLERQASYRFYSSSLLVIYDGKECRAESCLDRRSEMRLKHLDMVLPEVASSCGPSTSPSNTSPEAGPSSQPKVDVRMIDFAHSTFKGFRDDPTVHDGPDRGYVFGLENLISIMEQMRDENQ
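ADP-Glo luminescence measures ADP made by human IP6K1 during a 2 h RT reaction with ATP/IP6 (mix at 1.3 mM/130 uM); top library doses 57.5 and 19.1 uM final.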
SNCA expr inhib = SNCA gene expression inhibition; 140,000 tested, 0.17% active; HEK-293 SNCA-luciferase knock-in, luminescence, 24 h; AID 1671194; Potency, µM (top dose mostly 57.2 µM), for the others: at the highest dose activity change, negative = inhibition, hits mostly inhibitors;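 also: potency is read from the fitted curve at half-maximal effect; plate controls were DMSO cells for no effect and cell-free wells for full effect; nearly all actives have a fitted effect of over 45% in size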
3T3 cytotox = kills NIH 3T3 cells. 94,000 tested, 4.3% active. Potency, µM (top dose mostly 96.7 µM), without a hit: at the highest dose activity change, negative = cytotoxicity, hits mostly inhibitors. AID 1345082. NIH 3T3 viability, CellTiter-Glo ATP luminescence, 48-72 h; also: potency is read from the fitted curve at half-maximal effect; nearly all actives have a fitted effect of over 55% in size
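ATP-dependent luminescence (CellTiter-Glo) served as the viability signal for NIH 3T3 cells treated with compound for 48 or 72 hr at 37 °C.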
HEK cytotox = HEK 293 cell cytotoxicity; Potency, µM (top dose mostly 115 µM), for inactives: at the top dose activity change, negative = cytotoxicity, most hits filed as inhibitors; HEK 293 viability, ATP luminescence (CellTiter-Glo), 48-72 h; 94,000 tested, 6.6% active; AID 1345083; also: potency is read from the fitted curve at half-maximal effect; nearly all actives have a fitted effect of over 60% in size
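HEK 293 cells seeded at 250 cells/well were exposed to compound for 48 or 72 hr at 37 degree Celsius. Viability taken as ATP content by CellTiter-Glo luminescence.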
GPT2 inh = inhibitors of human GPT2 alanine aminotransferase | Potency, µM (highest dose often 57.7 µM), for inactives: at the top dose activity change, negative = inhibition, hits mostly inhibitors | Recombinant GPT2, coupled pyruvate oxidase/HRP Amplex Red fluorescence | 100,000 tested, 0.25% active | AID 1671188; also: potency is read from the fitted curve at half-maximal effect; nearly all actives have a fitted effect of over 60% in size; many of its hits are not listed in these tables
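Inhibition is scored from Amplex Red fluorescence generated when pyruvate oxidase and HRP act on pyruvate released by GPT2. Reactions contain 10ng/uL enzyme, 250uM a-KG and 2mM L-alanine and run 30 min at room temperature.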
FLuc inh = inhibitors of firefly (Photinus pyralis) luciferase | 76,000 tested, 2.5% active | Potency, µM (series often up to 115 µM), for inactives: at the top dose activity change, negative = inhibition, most hits filed as inhibitors | P08659 | AID 1347043 | purified P. pyralis luciferase, luminescence, biochemical; also: potency is read from the fitted curve at half-maximal effect; nearly all actives have a fitted effect of over 65% in size
Target sequence (P08659 whole entry, looked up): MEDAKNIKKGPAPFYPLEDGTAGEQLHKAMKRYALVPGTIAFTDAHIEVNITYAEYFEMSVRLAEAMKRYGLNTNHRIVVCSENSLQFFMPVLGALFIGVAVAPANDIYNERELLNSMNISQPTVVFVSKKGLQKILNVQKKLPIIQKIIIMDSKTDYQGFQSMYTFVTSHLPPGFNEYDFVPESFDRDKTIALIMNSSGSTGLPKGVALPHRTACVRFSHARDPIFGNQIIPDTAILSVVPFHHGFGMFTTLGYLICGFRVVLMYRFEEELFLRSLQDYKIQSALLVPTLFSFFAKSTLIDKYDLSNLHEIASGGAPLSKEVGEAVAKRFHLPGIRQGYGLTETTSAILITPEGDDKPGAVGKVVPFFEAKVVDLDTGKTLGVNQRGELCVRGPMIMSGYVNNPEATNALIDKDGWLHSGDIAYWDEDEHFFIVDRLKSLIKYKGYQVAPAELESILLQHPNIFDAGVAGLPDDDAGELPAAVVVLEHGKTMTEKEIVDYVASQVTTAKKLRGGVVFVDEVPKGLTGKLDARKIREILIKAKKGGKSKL
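Purified P. pyralis luciferase (10nM final) in 50mM Tris acetate pH 7.5, 10mM Mg acetate, 0.01% Tween-20, 0.05% BSA with 10uM D-luciferin and 10uM ATP. Compounds titrated qHTS. Luminescence imaged on CCD.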
Starred values were filed as active, the others as inactive; i = inactive; ? = inconclusive; . = not tested or not shown; & = joins results of further samples; [ ] = another dose, or the depositor's remark. Unless noted, calls follow the shape of the dose curve; as a rule, active = well fitted curve in the direction sought with a large enough effect; inconclusive = small, poorly fitted or top-dose-only effect, or another doubt; inactive = no such curve, though single readings can be large; an effect the other way counts as inactive or inconclusive. Unless noted, % is scaled to controls: 0 for no effect and ±100 for the full control effect. An excerpt; rates above refer to the full screens.

SMILES	HEK293 viab	IP6K1 inh	SNCA expr inhib	3T3 cytotox	HEK cytotox	GPT2 inh	FLuc inh
CCC(=O)Nc1cc(-c2nc3ccccc3s2)c(Cl)cc1Cl	1.6%	-5.3	28.3%	.	.	.	.
COc1ccccc1NC(=O)Cn1ccn(-c2cc(C)cc(C)c2)c(=O)c1=O	-11.0%	6.5	-25.2%	.	.	.	.
O=C(c1ccc(C(F)(F)F)cc1)N1CCC2(CC(c3cccc(C(F)(F)F)c3)=NO2)C1 (stereo not given)	-12.9%	0.9	?	?	?	?	.
CCN(CC)S(=O)(=O)c1ccc2c(c1)N(CC(=O)NCc1ccc(F)cc1)C(=O)CO2	-17.9%	-0.5	15.3%	.	.	.	.
O=C(c1ccccc1)N1CCc2nc(-c3ccc(Cl)cc3)nc(-c3ccccc3)c2C1	-5.7%	-7.7	-3.4%	?	22.4µM*	i	-6.6%
COc1cccc(CNC(=O)C2CCN(S(=O)(=O)c3ccc4c(c3)CCCN4C(C)=O)CC2)c1	17.5%	-1.9	26.7%	.	.	.	.
CN(C)[C@@H]1CN(Cc2ccsc2)CC[C@@H]1CNC(=O)C1CC1	-1.0%[12.5 µM]	5.1	13.9%	i	-2.2%	i	5.8%
CCCn1cc(CNC(=O)c2ccc(CC3CCCNC3)cc2)cn1 (stereo not given)	-9.3%	9.2	-22.8%	?	?	i	-2.0%
CN1CC(=O)N(C2CCNC2)Cc2c(NC3CCN(Cc4ccccc4)CC3)ncnc21 (stereo not given)	-1.2%	-5.8	8.0%	-19.3%	-15.7%	2.3%	.
Cn1ncc2c(C(=O)NCCCc3ccccc3)cc(-c3ccccc3F)nc21	.	8.4	.	-31.9%	?	.	.
COc1ccc(OC)c(CNCc2c(C(=O)O)n(Cc3ccccc3)c3cc(OC)ccc23)c1	5.0%	0.7	2.9%	.	.	.	.
CCOCCCN(Cc1ccco1)S(=O)(=O)c1cc2c(cc1Cl)NC(=O)CO2	-15.1%	2.6	-16.7%	.	.	.	.
COc1ccc(NC(=O)c2nc3sccn3c2-c2ccc(F)cc2)cc1	-15.1%	16.7	-0.6%	?	?	?	.
CC(NC(=O)C1(N2CCCCC2)Cc2ccccc2C1)c1cnn(C)c1 (stereo not given)	3.9%	5.1	82.2%[activator]	-16.7%	-25.0%	-14.9%	-21.2%
O=[S+]1([O-])NC2(CCCN(Cc3ccccc3C(F)(F)F)C2)CNc2ccccc21 (stereo not given)	-3.4%	6.3	-21.6%	?	44.7µM*	-1.5%	1.7%
O[C@@H]1CO[C@H]2[C@@H]1OC[C@@H]2n1nnnc1Sc1ncccn1	-1.9%[87.6 µM]	12.1	-16.6%[87.6 µM]	i	-1.4%[172 µM]	i	-6.6%[172 µM]
O=C(c1ccccn1)N1CCCCCC1c1nnc(-c2ccccc2)o1 (stereo not given)	0.1%	10.1	-9.7%	-6.0%	-27.4%	i	-2.1%
CC(Sc1nc2c(c(=O)[nH]1)CCCC2)C(=O)Nc1cc(C(F)(F)F)ccc1Cl (stereo not given)	2.3%	-1.6	-29.9%	.	.	.	.
Cc1ccc(NS(=O)(=O)c2ccc3c(c2)NC(=O)C(C)C(=O)N3)cc1F (stereo not given)	8.8%	8.7	28.3%	.	.	.	.
O=C(NCc1ccccc1F)c1nc2sccn2c1-c1ccc(F)cc1	15.2%	7.9	-6.4%	-17.7%	0.9%	i	.
COCCCNC(=O)C(NC(=O)c1ccccc1F)C1CCN(C(=O)C2CC2)CC1 (stereo not given)	7.1%	14.3	-11.8%	-5.4%	-18.9%	i	-6.8%
CCOc1ccccc1NC(=O)c1c(NC(=O)Cc2ccccc2)sc2c1CCCC2	0.4%	-14.1	10.0%	.	.	.	.
CN(Cc1cccc(C(F)(F)F)c1)C(=O)c1ccc(Cl)nc1	13.1%[87.6 µM]	-8.3	2.5%[87.6 µM]	?	?	i	-6.0%[172 µM]
N#Cc1cccc(CN2Cc3[nH]cnc3C[C@H]2c2nc(-c3ccccc3)no2)c1	-15.1%[87.6 µM]	-11.8	110.5%[activator][87.6 µM]	?	89.1µM*	3.4%[88.5 µM]	63.1µM*
COc1ccc(CNC(=O)c2cc3c(s2)CCN(C(=O)c2ccccc2)C3)cc1OC	?	0.2	-2.9%	?	?	-3.1%	0.4%
CC(C)Oc1ccc(CNC(=O)c2ccc(Cn3c(=O)c4cccn4c4cccnc43)cc2)cc1	-0.8%	-4.4	31.9%[activator]	.	.	.	.
CCOc1ccc(-c2nc(Cn3c(=O)cc(-c4ccccc4)c4c(C)nn(C)c43)c(C)o2)cc1	1.2%	1.4	45.5%[activator]	.	.	.	.
c1ccc2[nH]c(C3CCC(Cn4cc(-c5cncnc5)nn4)CC3)nc2c1 (stereo not given)	9.7%	-4.2	-5.6%	2.2%	-3.8%	i	1.8%
O=C(CC(c1ccccc1)c1ccc2c(c1)OCO2)N1CCCCCC1 (stereo not given)	-14.9%	0.5	35.7%[activator]	?	?	4.8%	?
C[C@@H]1CN(C(=O)c2ccc(-c3ccn[nH]3)cc2)CC[C@@]1(O)C1CCOCC1	1.4%	13.5	-9.2%	-5.8%	-22.6%	-2.1%	-1.0%
CC(=O)Nc1cccc(NC(=O)CSc2nccn2Cc2ccco2)c1	-10.4%	11.5	51.0%[activator]	.	.	.	.
O=C(Nc1ccc(Cl)cc1)N1CCN(c2ccc3nnc(-c4ccc(F)cc4)n3n2)CC1	-16.6%	-17.0	?	.	.	.	.
O=C(CCC[C@@H]1[C@H]2CCCN3CCC[C@@H](CN1C(=O)C1CCCC1)[C@@H]23)N1CCOCC1	-2.8%	0.9	-12.9%	3.9%	8.7%	-8.9%	-1.5%
Cc1cc(CNC(=O)[C@@H]2CCC[C@@H](NCc3nccn3C)CN(C)C(=O)C2)no1	2.8%[87.6 µM]	-2.7	10.3%[87.6 µM]	-13.3%[174 µM]	i	0.9%[88.5 µM]	-8.0%[172 µM]
O=C(NCc1cccc(Cl)c1)c1nc2cccnc2n(CCc2ccccc2)c1=O	-11.1%	21.9	?	?	35.5µM*	i	.
CN1[C@@H]2CC[C@H]1CC(OC(=O)c1c[nH]c3ccccc13)C2 (stereo not given in full)	5.1%	-6.6&7.9	-15.0%[25.6 µM]	.	.	?	.
COc1cccc(-c2ccc(C(=O)NCCN[S+](C)(=O)[O-])cc2)c1	.	-10.5	.	-25.1%	-36.8%	.	.
Cc1noc(C)c1[S+](=O)([O-])N1CCC2(C1)OC(=O)Nc1ccccc12 (stereo not given)	2.9%	-0.3	-7.7%	-1.8%	i	4.7%	-5.4%
COc1ccc(C(=O)N2CCN(c3cc(C(F)(F)F)nc(C)n3)CC2)cc1	0.4%	-14.7	-12.6%	-24.1%	?	-0.3%	0.0%
COc1ccccc1C(=O)N1CCCCCC1c1nnc(-c2ccccc2)o1 (stereo not given)	-13.6%	9.6	22.8%	-17.1%	?	i	-14.6%
O=C(CNC(=O)c1ccc(-c2cnc3ccccc3c2)cc1)NCc1ccc(Cl)cc1	?	-6.4	5.2%	-16.6%	-12.2%	i	.
CC(C)CN1CCNC(=O)C1CC(=O)NC(C)(C)Cc1ccc(F)cc1 (stereo not given)	2.6%	0.7	-15.8%	-4.3%	?	?	-2.2%
CC(C)COc1cc(=O)n2c(c1C(=O)NCc1ccccc1F)CCCCC2	2.1%	0.6	-21.9%	?	i	4.7%	7.2%
COCCNC(=O)c1ccc2c(c1)N(C)C(CC(=O)NC(C)C)CO2 (stereo not given)	6.8%	10.6	7.4%	-18.2%	-14.2%	1.3%	-9.1%
CCc1ccc(-n2nc(C)c3c(C(=O)Nc4cc(C)ccc4C)cc(C)nc32)cc1	-2.9%	2.4	11.9%	.	.	.	.

3 entries out of the list, arranged by heavy-atom count, high to low:
SMILES	HEK293 viab	IP6K1 inh	SNCA expr inhib	3T3 cytotox	HEK cytotox	GPT2 inh	FLuc inh
O=C(NCc1cccc(Cl)c1)c1nc2cccnc2n(CCc2ccccc2)c1=O	-11.1%	21.9	?	?	35.5µM*	i	.
Cc1ccc(NS(=O)(=O)c2ccc3c(c2)NC(=O)C(C)C(=O)N3)cc1F (stereo not given)	8.8%	8.7	28.3%	.	.	.	.
O[C@@H]1CO[C@H]2[C@@H]1OC[C@@H]2n1nnnc1Sc1ncccn1	-1.9%[87.6 µM]	12.1	-16.6%[87.6 µM]	i	-1.4%[172 µM]	i	-6.6%[172 µM]

Quoted at random: two compounds from above.
SMILES	HEK293 viab	IP6K1 inh	SNCA expr inhib	3T3 cytotox	HEK cytotox	GPT2 inh	FLuc inh
CC(C)COc1cc(=O)n2c(c1C(=O)NCc1ccccc1F)CCCCC2	2.1%	0.6	-21.9%	?	i	4.7%	7.2%
COc1cccc(-c2ccc(C(=O)NCCN[S+](C)(=O)[O-])cc2)c1	.	-10.5	.	-25.1%	-36.8%	.	.

The listing continues.
SMILES	HEK293 viab	IP6K1 inh	SNCA expr inhib	3T3 cytotox	HEK cytotox	GPT2 inh	FLuc inh
O=C(c1ccccc1F)N1CCCN(c2ccc3nnc(-c4ccccc4)n3n2)CC1	.	6.7	.	-17.4%	?	.	.
Cc1c(Cl)ccc2sc(NC(=O)c3ccc(S(=O)(=O)N4CCCc5ccccc54)cc3)nc12	?	12.8	-3.2%	.	.	.	.
CCc1cc(C(=O)N2CCN(C)C3(CCC(=O)N(C)CC3)C2)n(C)n1 (stereo not given)	5.0%	-3.8	-14.2%	i	0.1%	i	1.3%
CNC(=O)c1cc(-c2ccccc2C)cc2c1OCCN2Cc1cccnc1	-12.3%[87.6 µM]	4.2	4.4%[87.6 µM]	?	?	-7.6%[88.5 µM]	3.0%[172 µM]
O=C(Nc1ccc2ncnc(N3CCCCC3)c2c1)c1ccsc1	?	4.5	-15.8%	25.1µM*	39.8µM*	?	-11.9%
O=C(O)CCn1ncc2cc(OC3CCN(C(=O)OC4CCCC4)CC3)ccc21	-3.9%[87.6 µM]	-2.5	-0.9%[87.6 µM]	?	-13.1%[172 µM]	3.9%[88.5 µM]	?
CCOc1ccc(NC(=O)c2cnn(-c3ccc(C)c(Cl)c3)c2C2CCNCC2)cc1	4.2%	13.2	10.1%	.	.	.	.
Cc1ccc(NC(=O)C2CCCN(c3nnc(C)c4c(C)n(-c5ccccc5)nc34)C2)c(Cl)c1 (stereo not given)	-15.6%	13.9	-6.3%	.	.	.	.
O=C(Cc1ccccn1)NC1CCN(c2nccc(Nc3ccccc3F)n2)CC1	4.7%[12.5 µM]	12.5	?	?	-22.0%	i	.
O=C(COc1ccc(F)cc1)Nc1cccc(OCc2cc(=O)n3ccccc3n2)c1	-20.8%	18.1	18.6%	.	.	.	.
Cc1ccccc1Cn1c(=O)n(-c2ccc(Cl)cc2)c(=O)c2c3c(sc21)CCCC3	-0.3%	-5.2	-2.3%	.	.	.	.
CSc1ccc(CCNC(=O)c2ccc3c(c2)nc2n3CCOC2)cc1	3.9%	-0.6	59.1%[activator]	.	.	.	.

Screens (PubChem)
